# High-throughput results: PubChem, National Center for Advancing Translational Sciences (NCATS)
# Pf Dd2 growth – qHTS Primary assay for Inhibitors of Plasmodium falciparum Dd2 growth in vitro. AID 1347417, 2020. actives 4.3% (n = 120,000). Potency, µM (highest dose often 28.9 µM), for inactives: at the top dose activity, negative = inhibition, most hits filed as inhibitors. P. falciparum Dd2 growth, SYBR Green, 72 h; active = well fitted inhibition curve with a large enough effect; inconclusive = small, poorly fitted or top-dose-only effect; inactive = no such curve, though single readings can be large or run the other way;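 note: plate controls were DMSO vehicle for no effect and reference drug for full effect; nearly all actives have a fitted effect of over 65% in size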
#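 Readout: SYBR Green fluorescence, 485 nm excitation, 535 nm emission, after ~16 h lysis at 37C. Before that, Dd2-infected red cells (2.5% hematocrit) grew 72 h with compound, 29 uM top final concentration.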
# * = called active by the depositor; i = inactive; ? = inconclusive; [ ] = dose if it differs, or a comment. Potency is the fitted concentration of half-maximal effect. This is a subset; the hit share may differ from the screen's.
# Sample of the layout, five compounds:
SMILES,Pf Dd2 growth
O=C(Nc1cccc(-c2nnc3n2CCCC3)c1)C1CCCCC1,?
COc1ccc(C2(C(=O)N3CCCC(c4nc(-c5cccnc5)no4)CCNC(=O)CC3)CC2)cc1 (stereo not drawn),?
Cc1ccc2c(n1)N(C)[C@H](CO)CCN(Cc1cnc3ccccc3c1)C2,?
CC(=O)c1cc(-c2ccc(F)cc2)n(CCC(=O)NC2CCCCC2)c1C,i
CC(C)c1ccc(N2C(=O)N[C@@H]3CCN(S(=O)(=O)c4cccs4)[C@@H]3C2=O)cc1,2.7%[44.1 µM]

# Main list, from the first entry:
SMILES,Pf Dd2 growth
O=C(Nc1cccc(-c2nnc3n2CCCC3)c1)C1CCCCC1,?
COc1ccc(C2(C(=O)N3CCCC(c4nc(-c5cccnc5)no4)CCNC(=O)CC3)CC2)cc1 (stereo not drawn),?
Cc1ccc2c(n1)N(C)[C@H](CO)CCN(Cc1cnc3ccccc3c1)C2,?
CC(=O)c1cc(-c2ccc(F)cc2)n(CCC(=O)NC2CCCCC2)c1C,i
CC(C)c1ccc(N2C(=O)N[C@@H]3CCN(S(=O)(=O)c4cccs4)[C@@H]3C2=O)cc1,2.7%[44.1 µM]
Nc1c(C(=O)Nc2ccc(F)c(F)c2)sc2nc(-c3ccncc3)ccc12,14.5%
O=c1n(-c2ccc(F)cc2F)nc2n1CCN([S+](=O)([O-])c1cccc(C(F)(F)F)c1)C2,-1.1%
O=C(N[C@H]1C[C@H]2C(=O)NC[C@@H](CCC(=O)N3CCN(c4ccccc4)CC3)N2C1)c1cccs1,-7.1%
O=C(CSc1nncn2c1cc1occc12)Nc1ccc(F)c(Cl)c1,-29.7%
OC[C@@H]1CN(Cc2ccccc2OC(F)(F)F)C[C@H]1c1ccncc1,?
CN(C)CCN(C)CC[C@H]1CN(C(=O)Cc2ccccc2)CC[C@H]1CC(=O)O,-0.1%[44.1 µM]
COc1ccc(CN2C[C@@H](F)[C@@H](OCc3nc4ccccc4o3)C2)cc1,?
COc1ccccc1-c1cc(N2CCN(c3ccccn3)CC2)c2onc(C)c2n1,i
COC(=O)c1ccc(NC(=O)CSc2nc3c(c(=O)n(C)c(=O)n3C)n2Cc2ccccc2)cc1,25.5%
COc1ccc(-c2ccc3c(c2)C(=O)N2CC[C@H](NS(=O)(=O)c4cccs4)[C@H]2C(=O)N3)cc1,11.2µM*
COCCN1CC(CO)C2(CCN(C(=O)Cc3ccccc3OC)CC2)C1 (stereo not drawn),-11.5%
COc1ccc(N2CCN(C(=O)c3oc4ccccc4c3NC(=O)c3ccccc3OC)CC2)cc1,-11.1%
Cn1cc(-c2cnc(Nc3ccncc3)c3c2CCO3)cn1,-0.8%[44.1 µM]
O=C(Nc1ccccc1Cl)c1cc(S(=O)(=O)N2CCC3(CC2)OCCO3)ccc1F,41.1%[activator][0.594 µM]
O=C(Nc1ccc2nc(SCC(=O)N3CCc4ccccc43)sc2c1)c1ccccc1,-16.0%
COc1ccc2c(c1)C1(CCN(C(=O)c3ccc(C)c(F)c3)C1)C(=O)N2C (stereo not drawn),i
CC(C)(C)C(=O)OC1=CN(Cc2ccccc2)S(=O)(=O)c2ccccc21,1.5%
CCn1c2c(c(=O)n1Cc1ccccc1)CCN(C(=O)c1cn[nH]c1)C2,33.3%[activator][44.1 µM]
Cc1ccc(CN2CCC(CNC(=O)c3cnn(-c4ccc(C)cc4)c3C3CCN(C(=O)OC(C)(C)C)CC3)CC2)cc1,?
COc1ccc(-c2cn(C)c(=O)n3cc(CN4CCNC(=O)C4)nc23)cn1,-6.5%[44.1 µM]

# Following part.
SMILES,Pf Dd2 growth
Cc1cc(C[C@@H]2COC[C@@H]2NC(=O)c2ccc(-c3ccccc3Cl)o2)on1,-18.2%
COCCNC(=O)c1nc(-c2ccccc2OC)c2ccccn12,?
Cc1ccc(NC(=O)CCNS(=O)(=O)c2ccc(Br)s2)cc1,1.6%
COCCN1C(=O)CCc2cc(NC(=O)c3ccc(OC(F)(F)F)cc3)ccc21,-14.3%
COC(=O)c1sccc1S(=O)(=O)N(CC(=O)NCc1ccccc1)c1ccc(C)cc1,11.2%
CCOC(=O)c1ccccc1NC(=O)c1sc2nc3n(c(=O)c2c1C)CCCCC3,-2.5%
Cc1nn(-c2ccccn2)c(C)c1[C@@H]1C=C[C@@H](NC(=O)c2ccco2)C1,?
COc1cccc(CC(=O)N2CCCN(C)c3ccccc32)c1,?
O=C(CCc1ccccc1)N1CC(Oc2ccc(-c3nc(-c4ccccc4)no3)cc2)C1,-0.4%[5.79 µM]
Cc1ccc(CNC(=O)c2sc3nc4n(c(=O)c3c2C)CCCCC4)cc1,-15.6%
COc1cccc(CNCc2c(C(=O)O)c(C)n(Cc3ccc(F)cc3Cl)c2C)c1OC,-19.9%
COC[C@@H]1CN(Cc2cccc(C)c2)C[C@H]1C(=O)NC1CC1,i
CCOc1ccc(NC(=O)CC2C(=O)N(c3ccccc3)C(=O)N2C2CCCC2)cc1 (stereo not drawn),-10.2%
O=C1N(Cc2ccc(F)cc2)C[C@H]2CN(Cc3cnc4ccccc4c3)CCN12,?
CC(C)CN1CCN(c2ncncc2-c2nc(-c3ccccc3)no2)CC1,?
COC[C@@H]1[C@H](NC(=O)c2cc(-c3cccn3C)n[nH]2)[C@@H]2CCO[C@H]12,?
O=C(Nc1nc(-c2ccccc2)ns1)c1ccc(Cl)cc1,10.5%
O=C([C@@H]1C[C@H](F)CN1S(=O)(=O)c1ccc(F)c(Cl)c1)N1CCCCC1,i
COc1ccc(-c2noc([C@@H]3C[C@@H](O)CN3C3CCN(C)CC3)n2)cc1,-29.7%[44.1 µM]
CCCN(CCC)C(=O)Cn1c(=O)n(-c2cccc(OC)c2)c(=O)c2c(C)c(C(=O)N(C)C)sc21,60.4%[activator]
CCOc1ccc(-c2nnc(SCC(=O)c3ccccc3)n2-c2ccccc2)cc1,21.2%
CC(C)NC(=O)CCc1cc2n(n1)CCN(C(=O)[C@H]1CCCO1)C2,-7.0%
Cc1ccccc1-c1noc(C(C)NC(=O)c2ccco2)n1 (stereo not drawn),20.4%
Cc1cc2nc3n(c(=O)c2n1CC(=O)NCCc1ccc(Cl)cc1)CCC3,0.8%
Cc1cc(C)cc(NC(c2nnc(-c3cccc(F)c3)o2)c2ccc(F)cc2Cl)c1 (stereo not drawn),3.55µM*

# Next structures:
SMILES,Pf Dd2 growth
CCCN1CCN(CCCNC(=O)c2cc3c(s2)-c2c(C)cccc2OC3)CC1,i
O=C(Nc1ccccc1C(=O)OCc1cc(=O)n2ccsc2n1)c1ccccc1Cl,22.6%
CCOC(=O)c1ccc(NC(=O)Cn2c(=O)cc(C)c3c(C)nn(-c4cccc(F)c4)c32)cc1,-28.9%
Cc1cccc(-c2ccc(C(=O)NCCCn3ccnc3C(C)C)cn2)c1C,-13.9%
Cc1ccc(F)c(NC(=O)C2CN(S(=O)(=O)C3CC3)CC23CCCCC3)c1 (stereo not drawn),-1.4%
CN(C)C[C@@H]1CN(Cc2ccccn2)C[C@H]1NC(=O)c1ccc(Cl)s1,?
Fc1ccc(Nc2nc(SCc3cccc(F)c3)nc3ccccc23)cc1,?
Cc1oc(C(O)c2cccc(O)c2)nc1C(=O)NCc1ccccc1 (stereo not drawn),i
COc1cc2c(cc1OCCN(C)C)NC(=O)C21CCN(Cc2ccccc2)CC1,-7.9%[44.1 µM]
O=C(NCc1cccc(Br)c1)c1ccc(NC(=O)N2CCCCc3ccccc32)cc1,-3.1%
COc1ccc(-c2nc(C)c(CCNC(=O)c3ccccc3Br)s2)cc1OC,?
Cc1ccc(-c2nc(C)c(CCNC(=O)C(=O)Nc3ccc(C)c(Cl)c3)s2)cc1,22.8%
CC(=O)NC[C@H]1OC[C@@H](NC2CCC2)[C@@H]1O,-8.2%[44.1 µM]
Cc1cc(C)cc(NC(=O)CCn2cnc3ccccc3c2=O)c1,?
CC1CCN(C(=O)Cn2cc(SCC(=O)Nc3ccccc3C(F)(F)F)c3ccccc32)CC1,-15.0%
Cc1cc(S(=O)(=O)NCC2CCOCC2)ccc1F,29.7%
COc1cccc(N2C(=O)NC(=NC3CCCCC3)C23CCCN(CCC(C)C)C3)c1 (stereo not drawn),11.2µM*
CCOc1ccc2nc(N3CCN(C(=O)c4ccc(S(=O)(=O)CC)cc4)CC3)sc2c1,-13.1%
Cc1ccn2c(=O)cc(CN3CC[C@@H]4[C@@H](CCC(=O)N4CCC(C)C)C3)nc2c1,-19.3%
COc1ccccc1N1CCN(c2ccc(NC(=O)c3ccc(C)cc3)cc2C(=O)O)CC1,?
Clc1ccc(CCNc2ncncn2)c(Cl)c1,-8.7%
CCn1cc(S(=O)(=O)N2CCCC(Cc3nncn3CC3CC3)C2)cn1 (stereo not drawn),-14.4%
CCCc1ccc(-c2ccc(C(=O)Oc3ccc(OCC)cc3)cc2)nc1,4.0%
O=C(NCCc1ccncc1)C1CN(S(=O)(=O)c2ccccc2)CC12CCOCC2 (stereo not drawn),2.5%
COc1ccc(CNC(=O)CN2C(=O)COc3ccc(S(=O)(=O)Nc4ccccc4)cc32)cc1,?

# Ordered by heavy-atom count (low to high): some entries from above
SMILES,Pf Dd2 growth
CC(=O)NC[C@H]1OC[C@@H](NC2CCC2)[C@@H]1O,-8.2%[44.1 µM]
Cc1cc(C)cc(NC(=O)CCn2cnc3ccccc3c2=O)c1,?
Cc1oc(C(O)c2cccc(O)c2)nc1C(=O)NCc1ccccc1 (stereo not drawn),i
Fc1ccc(Nc2nc(SCc3cccc(F)c3)nc3ccccc23)cc1,?
Cc1ccc(-c2nc(C)c(CCNC(=O)C(=O)Nc3ccc(C)c(Cl)c3)s2)cc1,22.8%
O=C(NCc1cccc(Br)c1)c1ccc(NC(=O)N2CCCCc3ccccc32)cc1,-3.1%
COc1ccccc1N1CCN(c2ccc(NC(=O)c3ccc(C)cc3)cc2C(=O)O)CC1,?

# Carrying on:
SMILES,Pf Dd2 growth
CCN(CC)S(=O)(=O)c1ccc(NC(=O)Cn2ncc3c([nH]c4ccccc43)c2=O)cc1,45.0%[activator]
O=c1c(NCc2cccs2)nccn1-c1ccc(F)cc1,-20.7%
COC[C@@H]1[C@H](NC(=O)c2csc(C)c2-c2ccccc2)[C@@H]2CCO[C@H]12,-5.7%
O=C(Cc1ccccc1)Nc1sc2c(c1C(=O)Nc1ccc(Cl)cc1)CCCC2,?
Cc1noc([C@@H](C)NC(=O)C2CC2)c1C(=O)O,25.9%[44.1 µM]
CN1CCN(c2nc3c(c(=O)[nH]2)CCN(Cc2cc(Cl)ccc2F)CC3)CC1,74.4%[activator][5.79 µM]
OC(COc1ccccc1CNC1(c2ccccc2)CC1)CN1CCCCC1 (stereo not drawn),?
CCNc1nc(N)nc(Oc2ccc(OCC(=O)OC)nn2)n1,30.7%
Cc1nn(-c2nc(-c3ccc(F)cc3)cc(C(F)(F)F)n2)c(C)c1Cl,i
COCCc1noc(C2CNC2)n1,?
COc1ccc(C2Cn3nnc(-c4noc(CCC5CCCC5)n4)c3CO2)cc1 (stereo not drawn),-5.0%
COc1ccc(C(=O)NCC(c2ccc3c(c2)OCO3)N2CCOCC2)cc1OC (stereo not drawn),-3.4%
Cc1ccc(CCNC(=O)c2ccc3c(c2)c(C)c(C)n3Cc2ccccc2)cc1,39.8%[activator]
CCOc1ccc(C2c3c(oc4ccccc4c3=O)C(=O)N2Cc2ccc3c(c2)OCO3)cc1 (stereo not drawn),?
Cc1ccc(C(C)C)c(OCC(=O)Nc2ccc(O)c(-c3nc4cc(Cl)ccc4o3)c2)c1,38.9%[activator]
Cc1ccc(-n2c3c(c(=O)[nH]c2=O)C(NC(=O)c2ccccc2C)(C(F)(F)F)C(=O)N3)cc1 (stereo not drawn),41.9%[activator]
CS(=O)(=O)N(C1CC1)C1CCOC2(CCN(C(=O)Nc3ccccc3F)CC2)C1 (stereo not drawn),i
Cc1nc(N2CCC(C(=O)NCc3ccc4c(c3)OCO4)CC2)cc(C(F)(F)F)n1,-16.5%
Cc1cccc(C(=O)N2CCCCCCNC(=O)[C@@H]3CCC[C@@H]32)c1,6.6%
